Bioassay records: PubChem BioAssay, Emory University Molecular Libraries Screening Center
EP2 antag – human EP2 receptor antagonists, primary screen, TR-FRET cAMP, C6 glioma cells; AID 1422, 2008; inhibition, % at 25 µM; 260,000 compounds, 0.52% hits; C6 glioma cells expressing human EP2; cells stimulated with saturating PGE2; Prostaglandin E2 receptor EP2 subtype (Homo sapiens), P43116;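 active means percent inhibition above 40 after rounding to a whole number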;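 further: rat C6 glioma host cells with rolipram phosphodiesterase inhibitor present; the protocol text gives 20 µM as final concentration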
Target sequence (P43116 whole entry, looked up): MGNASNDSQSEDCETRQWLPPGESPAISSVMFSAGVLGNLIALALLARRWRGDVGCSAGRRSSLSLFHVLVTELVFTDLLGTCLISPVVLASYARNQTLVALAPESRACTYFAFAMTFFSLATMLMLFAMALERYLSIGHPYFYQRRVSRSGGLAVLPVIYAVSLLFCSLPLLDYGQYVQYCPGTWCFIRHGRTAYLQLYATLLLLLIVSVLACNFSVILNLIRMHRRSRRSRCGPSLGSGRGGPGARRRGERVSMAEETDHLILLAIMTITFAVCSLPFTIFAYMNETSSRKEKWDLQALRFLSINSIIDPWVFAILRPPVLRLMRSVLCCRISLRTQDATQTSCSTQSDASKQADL
EP2 mod – EP2 receptor modulators, cAMP readout, primary screen, cell-based, HTRF cAMP, PGE2 stimulation | Prostaglandin E2 receptor EP2 subtype (Homo sapiens), P43116 | 260,000 compounds, 0.83% hits | induction, % at 25 µM | EP2-expressing cells, cAMP HTRF FRET, PGE2 co-stimulation;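 active means compounds whose cAMP rise, as percent of the full-agonist control response, exceeds 60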;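 further: rat C6 glioma line stably carrying human EP2 under a CMV promoter; the protocol text gives 20 µM as final concentration; 100% = response of wells given 1 µM PGE2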
* marks the source's active call; other numbers are inactive results. An excerpt; rates above refer to the full screens.

COCCCNC(=S)N(CCCN(C)C)Cc1cc2cc3c(cc2[nH]c1=O)OCO3 was read as EP2 antag 8 and EP2 mod -3.
CCC(C)(C)n1nnnc1CN(Cc1ccc(F)cc1)Cc1cc2cc(C)cc(C)c2[nH]c1=O was read as EP2 antag 7 and EP2 mod 29.
`COc1ccc2[nH]c(=O)c(CN(C(=O)Nc3ccc(Cl)cc3)C3CCCC3)cc2c1` gave EP2 antag 7 and EP2 mod -30.
CCOc1ccc(NC(=O)COC(=O)C2CC(=O)N(c3ccc(OC)cc3)C2)cc1 (stereo unspecified) was read as EP2 antag 1 and EP2 mod 37.
`CC[N+](CC)(CC)Cc1cc2ccccc2o1` gave EP2 antag 8 and EP2 mod -12.
CN(C(=O)c1cccs1)c1nc(-c2ccc(Cl)cc2)cs1 was read as EP2 antag 18 and EP2 mod -4.
`Cc1cc(Cl)ccc1OCCCC(=O)NCCN1CCOCC1` gave EP2 antag 10 and EP2 mod 0.
For COCCn1nnnc1C(C(C)C)N(Cc1cc2cc(OC)ccc2[nH]c1=O)C1CCCCC1 (stereo unspecified) the results were EP2 antag 7 and EP2 mod 18.
For COCC(=O)OCCCNC(=O)c1cc2ccccc2oc1=O the results were EP2 antag 6 and EP2 mod -4.
`Cc1ccc(C)c2[nH]c(=O)c(CN(CCCN3CCOCC3)C(=O)Nc3ccc(Cl)cc3)cc12` gave EP2 antag 17 and EP2 mod -2.
`CCn1c(COc2ccc(C)cc2)nnc1SCC(=O)N1c2ccccc2CC1C` (stereo unspecified) gave EP2 antag 12 and EP2 mod -40.
O=C(O)c1ccccc1C(=O)Nc1ccc2c(c1)oc1ccccc12 was read as EP2 antag 6 and EP2 mod 18.
For O=C(Nc1cccc2c1CCCC2)C1CCCN(S(=O)(=O)c2ccc(-n3cnnn3)cc2)C1 (stereo unspecified) the results were EP2 antag 12 and EP2 mod -5.
`CCn1c(SCC(=O)OC)nnc1-c1ccc(O)cc1` gave EP2 antag 11 and EP2 mod 9.
For CCOc1ccccc1NC(=O)CSc1nnc2n(CC(=O)N3CCCC3)c3ccccc3n12 the results were EP2 antag 7 and EP2 mod 12.

As a short view, some entries already given.
CCC(C)(C)n1nnnc1CN(Cc1ccc(F)cc1)Cc1cc2cc(C)cc(C)c2[nH]c1=O was read as EP2 antag 7 and EP2 mod 29.
`COc1ccc2[nH]c(=O)c(CN(C(=O)Nc3ccc(Cl)cc3)C3CCCC3)cc2c1` gave EP2 antag 7 and EP2 mod -30.
CCOc1ccc(NC(=O)COC(=O)C2CC(=O)N(c3ccc(OC)cc3)C2)cc1 (stereo unspecified) was read as EP2 antag 1 and EP2 mod 37.
`CC[N+](CC)(CC)Cc1cc2ccccc2o1` gave EP2 antag 8 and EP2 mod -12.
CN(C(=O)c1cccs1)c1nc(-c2ccc(Cl)cc2)cs1 was read as EP2 antag 18 and EP2 mod -4.
`Cc1cc(Cl)ccc1OCCCC(=O)NCCN1CCOCC1` gave EP2 antag 10 and EP2 mod 0.
For COCCn1nnnc1C(C(C)C)N(Cc1cc2cc(OC)ccc2[nH]c1=O)C1CCCCC1 (stereo unspecified) the results were EP2 antag 7 and EP2 mod 18.
For COCC(=O)OCCCNC(=O)c1cc2ccccc2oc1=O the results were EP2 antag 6 and EP2 mod -4.
`Cc1ccc(C)c2[nH]c(=O)c(CN(CCCN3CCOCC3)C(=O)Nc3ccc(Cl)cc3)cc12` gave EP2 antag 17 and EP2 mod -2.
`CCn1c(COc2ccc(C)cc2)nnc1SCC(=O)N1c2ccccc2CC1C` (stereo unspecified) gave EP2 antag 12 and EP2 mod -40.
O=C(O)c1ccccc1C(=O)Nc1ccc2c(c1)oc1ccccc12 was read as EP2 antag 6 and EP2 mod 18.
For O=C(Nc1cccc2c1CCCC2)C1CCCN(S(=O)(=O)c2ccc(-n3cnnn3)cc2)C1 (stereo unspecified) the results were EP2 antag 12 and EP2 mod -5.
`CCn1c(SCC(=O)OC)nnc1-c1ccc(O)cc1` gave EP2 antag 11 and EP2 mod 9.
For CCOc1ccccc1NC(=O)CSc1nnc2n(CC(=O)N3CCCC3)c3ccccc3n12 the results were EP2 antag 7 and EP2 mod 12.

Next part:
For NC(=O)c1c(NC(=O)Cn2c(=O)sc3ccccc32)sc2c1CCCC2 the results were EP2 antag 8 and EP2 mod -71.
CCn1c(=N)c(C(=O)OC)cc2c(=O)n3cc(C)ccc3nc21 was read as EP2 antag 12 and EP2 mod -18.
Screening CN(C)S(=O)(=O)c1nc(Cl)c2[nH]cnc2n1 returned EP2 antag 13 and EP2 mod 5.
`CN(C)CCN(Cc1cccs1)Cc1cc(F)ccc1F` gave EP2 antag 9 and EP2 mod -21.
C=CCN1CCN(C(CC)c2nnnn2CCc2ccc(OC)c(OC)c2)CC1 (stereo unspecified) was read as EP2 antag 10 and EP2 mod 8.
For Cc1cc(N2CCN(C(=O)C3CCCO3)CC2)n2nc(-c3cccc(F)c3)cc2n1 (stereo unspecified) the results were EP2 antag 4 and EP2 mod -10.
For COc1cccc(C(c2nnnn2C(C)(C)C)N2CCC(C(N)=O)CC2)c1OC (stereo unspecified) the results were EP2 antag 9 and EP2 mod 7.
`COc1cc(C(C)=O)cc(OC)c1O` gave EP2 antag 15 and EP2 mod 1.
Screening O=C(NC1CCCc2c1cnn2-c1ccc(F)cc1)C1CCC1 (stereo unspecified) returned EP2 antag 9 and EP2 mod -72.
`Cc1ccccc1CCN(Cc1cc2cccc(C)c2[nH]c1=O)Cc1nnnn1Cc1ccco1` gave EP2 antag 9 and EP2 mod 2.
CC(C)(C)c1cc2c(O)c(c1)Cc1cc(C(C)(C)C)cc(c1O)Cc1cc(C(C)(C)C)cc(c1O)Cc1cc(C(C)(C)C)cc(c1O)Cc1cc(C(C)(C)C)cc(c1O)Cc1cc(C(C)(C)C)cc(c1O)Cc1cc(C(C)(C)C)cc(c1O)Cc1cc(C(C)(C)C)cc(c1O)C2 was read as EP2 antag 38 and EP2 mod -1.
For COCCNC(=O)Cn1cc(C(C)=O)c2ccccc21 the results were EP2 antag 10 and EP2 mod -8.
COCC(C)NC(=O)C1CC(c2ccc(Cl)c(Cl)c2)=NO1 (stereo unspecified) was read as EP2 antag 6 and EP2 mod -48.
`CCc1cc2ccc(C)cc2nc1SCC(=O)N1CCCC1` gave EP2 antag 8 and EP2 mod 22.
Screening COCCn1c(SCC(=O)Nc2ccc(N(C)C)cc2)nnc1C(C)C returned EP2 antag 7 and EP2 mod 3.
For O=c1[nH]ncc(NCC2CCCO2)c1Cl (stereo unspecified) the results were EP2 antag 15 and EP2 mod -23.
Screening O=C(NCCCn1ccnc1)c1cc(-c2ccc(Cl)cc2Cl)on1 returned EP2 antag 13 and EP2 mod -118.
For O=C(O)CCSc1nnc(-c2ccncc2)o1 the results were EP2 antag 7 and EP2 mod 15.
`CCc1ccc2[nH]c(=O)c(CN(CCCO)C(=O)Nc3ccccc3Cl)cc2c1` gave EP2 antag 7 and EP2 mod -31.
C[C@@H](Cn1nnc2ccccc21)NC(=O)c1ccco1 was read as EP2 antag 3 and EP2 mod -28.
CC(C)c1cc(C(F)(F)F)nc(NNc2nc(C(C)C)cc(C(F)(F)F)n2)n1 was read as EP2 antag 48* and EP2 mod 42.
Cc1ccccc1CN1CCc2nc(N3CCOCC3)[nH]c(=O)c2C1 was read as EP2 antag 9 and EP2 mod -16.
`N[C@@H]1[C@@H](O[C@@H]2O[C@H](C(=O)O)[C@@H](O)[C@H](O)[C@H]2O)[C@@H](O)[C@@H](CO)O[C@@H]1O` gave EP2 antag 13 and EP2 mod 18.
For CCOC(=O)c1cc2sccc2n1CC(=O)NC1CCC(C)CC1 (stereo unspecified) the results were EP2 antag 7 and EP2 mod 12.
`CCOc1ccc(N(C)c2ccc(/C=C/c3sc4ccccc4[n+]3C)cc2)cc1` gave EP2 antag 14 and EP2 mod -67.
For O=C(c1cccc2ccccc12)N1CCCCC1 the results were EP2 antag 6 and EP2 mod -1.
Screening COCCCNC(=S)N(Cc1cc2ccc(C)cc2[nH]c1=O)CC1CCCO1 (stereo unspecified) returned EP2 antag 13 and EP2 mod -13.
Screening Cc1ccc(-c2nnn(CC(=O)c3ccc4c(c3)OCCO4)n2)cc1 returned EP2 antag 12 and EP2 mod -75.
CCn1nc(CC(=O)N[C@@H](C)Cn2nnc3ccccc32)c2ccccc2c1=O was read as EP2 antag 7 and EP2 mod -4.
`Nc1n[nH]c(-c2ccc(Cl)cc2)c1Br` gave EP2 antag 7 and EP2 mod -39.
Cc1cccc(N(CC(=O)NCc2ccncc2)S(C)(=O)=O)c1C was read as EP2 antag 14 and EP2 mod -3.
For COc1ccc(S(=O)(=O)N2CCCC(C(=O)NC3CCCC3)C2)cc1 (stereo unspecified) the results were EP2 antag 5 and EP2 mod -3.
For NC(=O)N[C@H](CC(=O)O)C(=O)O the results were EP2 antag 12 and EP2 mod -24.
COc1ccc(NC(=O)C2CCN(C(=O)c3cccc(OC)c3)CC2)cc1 was read as EP2 antag 15 and EP2 mod -2.
Screening CCn1cc(C(=O)N2CCn3c(nc(-c4ccc(N(C)C)cc4)c3NC(C)(C)C)C2)cn1 returned EP2 antag 5 and EP2 mod -33.
Screening CCn1nc(C)c(CN(CCCn2ccnc2)Cc2ccccc2F)c1C returned EP2 antag 10 and EP2 mod 18.
Screening O=C(Cn1nc(C(F)(F)F)c2c1CCC2)Nc1ccc(Br)cc1 returned EP2 antag 9 and EP2 mod 3.
`COC(=O)C1C(=O)C2=C(CC1C)Nc1ccccc1NC2c1ccc(OC)c(OC)c1` (stereo unspecified) gave EP2 antag 9 and EP2 mod -18.
COc1ccc(NC(=O)COc2cccc(C)c2C)cc1NC(=O)c1ccco1 was read as EP2 antag 7 and EP2 mod -24.
`Cn1c(=O)c2c(nc(N3CCNCC3)n2Cc2ccc(Cl)cc2)n(C)c1=O` gave EP2 antag 14 and EP2 mod -18.
`CCN(CC)C(=O)CSc1nnc2c3cc(C)ccc3n(C)c2n1` gave EP2 antag 14 and EP2 mod -25.
`COc1ccc(-n2ncc3c(=O)n(CC(=O)Nc4ccc(OCc5ccccc5)cc4)cnc32)cc1` gave EP2 antag 9 and EP2 mod 7.
For O=C1NC2=C(C(=O)N(CC3CCCO3)C2)C(c2ccc(Cl)c(Cl)c2)N1 (stereo unspecified) the results were EP2 antag -1 and EP2 mod -29.
Screening O=C(CCSc1nc(-c2ccco2)cc(C(F)(F)F)n1)NCc1cccnc1 returned EP2 antag 13 and EP2 mod -49.
Screening COc1ccccc1NC(=O)c1ccc2c(c1)N(Cc1cc(C)ccc1C)C(=O)C(C)(C)O2 returned EP2 antag 15 and EP2 mod 64*.
`CC1(C)Oc2ccc(C(=O)NC3CCCC3)cc2N(CC(=O)Nc2ccccc2)C1=O` gave EP2 antag 7 and EP2 mod 1.
Screening Cc1ccc(NC(=O)CNCc2ccco2)cc1Br returned EP2 antag 9 and EP2 mod -92.
COc1ccc(N2CCN(CC(=O)Nc3cccc(OC)c3)CC2)cc1 was read as EP2 antag 14 and EP2 mod -121.
Screening Fc1ccc(-n2cc(CN(CCCn3ccnc3)Cc3cccc(F)c3)cn2)cc1 returned EP2 antag 12 and EP2 mod -40.
`CCc1cc2cc3c(cc2nc1SCC(=O)Nc1ccc2c(c1)OCO2)OCCO3` gave EP2 antag 16 and EP2 mod -58.
`NC(=O)C1CCN(S(=O)(=O)c2cccs2)CC1` gave EP2 antag 12 and EP2 mod 0.
`Cc1ccc(NC(=O)CSc2nnc(-c3ccoc3C)n2C)c(C)c1` gave EP2 antag 9 and EP2 mod -8.
C=CCNC(=O)C1CC(c2ccccc2O)=NO1 (stereo unspecified) was read as EP2 antag 5 and EP2 mod -14.
`CCn1c(SCC(=O)Nc2ccc(C)c(Cl)c2)nc2c1c(=O)n(C)c(=O)n2C` gave EP2 antag 10 and EP2 mod -43.
O=C(NCc1ccc(F)cc1)C(=O)Nc1ccc2c(c1)OCO2 was read as EP2 antag 6 and EP2 mod 8.
CN(Cc1cc(C(C)(C)C)cc(Br)c1O)Cc1cc(C(C)(C)C)cc(Br)c1O was read as EP2 antag 43* and EP2 mod 5.
Screening CCN1CCN(Cc2nnnn2Cc2ccc3c(c2)OCO3)CC1 returned EP2 antag 10 and EP2 mod -4.
For CCn1c(SCC(=O)Nc2cccc(C)c2)nc2c1c(=O)n(C)c(=O)n2C the results were EP2 antag 15 and EP2 mod -30.
COc1ccc(N2CC(C(=O)Nc3ccccc3C(C)(C)C)CC2=O)cc1 (stereo unspecified) was read as EP2 antag 6 and EP2 mod -22.
Screening CCc1c(C)nc(NC2CCN(C(=O)C3(c4ccccc4)CC3)CC2)[nH]c1=O returned EP2 antag 6 and EP2 mod 0.
`c1ccc2cc(-c3cc(-c4cc(-c5ccc6ccccc6c5)on4)no3)ccc2c1` gave EP2 antag 45* and EP2 mod -28.
For Cc1cccc(N(CC(=O)NC2CCCC2)C(=O)c2snc(C(=O)NC3CCCCC3)c2N)c1C the results were EP2 antag 14 and EP2 mod 14.
Cn1c(SCCO)nnc1C1CCNCC1 was read as EP2 antag 9 and EP2 mod -14.
For COc1cc(OC)cc(-c2nnc(SCC(=O)c3c(C)c(C)cc(C)c3C)o2)c1 the results were EP2 antag 11 and EP2 mod 5.
CCCOc1cccc(C(=O)Nc2sc3c(c2C#N)CCCC3)c1 was read as EP2 antag 7 and EP2 mod -44.
Screening CCc1ccc2[nH]c(=O)c(CN(CCCO)C(=O)Nc3ccc(Cl)cc3)cc2c1 returned EP2 antag 12 and EP2 mod -52.
For CCNC(=S)N(Cc1ccc(F)cc1)Cc1cc2ccc(OC)cc2[nH]c1=O the results were EP2 antag 13 and EP2 mod -42.
Screening C=CCc1cccc(CN2CCC(O)(c3ccc(C)cc3)CC2)c1O returned EP2 antag 10 and EP2 mod 28.
`O=C(Cn1c(=O)sc2ccccc21)Nc1cccc2ccccc12` gave EP2 antag 9 and EP2 mod 10.
